D2 antagonist: antagonizes the human D2 dopamine receptor. P14416. HEK293 TREx D2 cells, calcium flux, dopamine EC80. inhibition, % at 10 µM. 340,000 tested, 2% active. AID 485344; in the data active means inhibition above about 30%; further: 0% is about no effect
Target sequence (P14416 whole entry, looked up): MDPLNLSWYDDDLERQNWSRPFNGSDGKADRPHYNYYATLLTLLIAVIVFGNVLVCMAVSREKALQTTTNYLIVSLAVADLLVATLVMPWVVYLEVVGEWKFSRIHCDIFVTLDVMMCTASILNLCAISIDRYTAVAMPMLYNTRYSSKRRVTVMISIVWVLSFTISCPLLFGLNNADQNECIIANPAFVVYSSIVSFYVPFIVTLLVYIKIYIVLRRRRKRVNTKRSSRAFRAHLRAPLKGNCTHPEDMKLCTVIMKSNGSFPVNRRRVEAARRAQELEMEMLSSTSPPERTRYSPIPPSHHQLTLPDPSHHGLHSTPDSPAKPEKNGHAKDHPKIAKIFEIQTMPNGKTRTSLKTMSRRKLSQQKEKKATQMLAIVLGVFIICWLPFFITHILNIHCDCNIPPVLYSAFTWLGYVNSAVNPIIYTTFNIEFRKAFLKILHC
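HEK293 T-REx D2 cells, tet-induced, calcium dye no-wash. Cpd pintool add, 180 s kinetic, then EC80 DA, 180 s kinetic. Ca flux read.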
D2 ag: D2 dopamine receptor (human) agonism | HEK293 T-REx D2 cells, calcium flux agonist mode | activation, % at 2 µM | 340,000 tested, 0.53% active | AID 485358;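 active means activation over 3 SD above normal in the single-dose calcium agonist read, cut at about 30% in these data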; further: 0% is about no effect
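Tetracycline-induced HEK293 Trex cells with D2 receptor force-coupled to calcium signaling, plated overnight at 30 C and loaded with no-wash calcium dye. Calcium flux read kinetically for 180 s after compound addition; responses flag agonists.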
USP1 inh: USP1/UAF1 (human) deubiquitinase inhibition; recombinant USP1/UAF1, Ub-Rhodamine cleavage fluorescence; Potency, µM (titrated, usually from 57.1 µM), for inactives: at the highest dose activity change, negative = inhibition, hits mostly inhibitors; 390,000 tested, 0.23% active; further: potency means the concentration at half of the fitted maximal effect; on the % scale 0 is the no-effect control and ±100 the full control effect; nearly all actives have a fitted effect of over 60% in size; inactives centre near -12
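USP1/UAF1 complex (1 nM) preincubated 15 min at room temperature with compound, then Ub-Rho substrate (150 nM final) added. Kinetic fluorescence at 480/540 nm over 6 reads at 60 s intervals; 50 mM HEPES pH 7.8, 0.5 mM EDTA, 0.1 mg/ml BSA, 1 mM TCEP, 0.01% Tween-20.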
TrxR1 inh: blocks rat thioredoxin reductase 1; O89049; recombinant rTrxR1, NADPH fluorescence consumption, selenite substrate; Potency, µM (highest dose often 114 µM), inactives show at the top dose activity change, negative = inhibition, actives largely listed as inhibitors; 390,000 tested, 1% active; AID 588453; further: potency means the concentration at half of the fitted maximal effect; on the % scale 0 is the no-effect control and ±100 the full control effect; nearly all actives have a fitted effect of over 65% in size
Target sequence (O89049 whole entry, looked up): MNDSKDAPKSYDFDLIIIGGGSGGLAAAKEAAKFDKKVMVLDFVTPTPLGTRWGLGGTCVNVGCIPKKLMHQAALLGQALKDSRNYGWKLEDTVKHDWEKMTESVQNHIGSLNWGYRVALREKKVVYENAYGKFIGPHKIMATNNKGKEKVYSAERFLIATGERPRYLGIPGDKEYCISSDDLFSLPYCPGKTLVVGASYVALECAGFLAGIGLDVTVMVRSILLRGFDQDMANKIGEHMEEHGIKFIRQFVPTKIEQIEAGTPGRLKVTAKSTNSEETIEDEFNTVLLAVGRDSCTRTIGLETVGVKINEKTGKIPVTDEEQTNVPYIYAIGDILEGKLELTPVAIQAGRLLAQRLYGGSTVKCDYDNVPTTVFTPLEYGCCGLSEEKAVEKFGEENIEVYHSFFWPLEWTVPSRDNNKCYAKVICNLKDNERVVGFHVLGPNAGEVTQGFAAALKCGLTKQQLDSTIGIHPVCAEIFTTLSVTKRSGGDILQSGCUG
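Rat TrxR1 (90 nM in the dispensed reagent) was pre-reduced with 400 uM NADPH for 5 min at room temperature, then incubated with compound for 15 min. After 400 uM selenite was added, NADPH fluorescence (Ex 340/Em 450 nm) was followed for 8 min.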
TrxR1 substrate: rat thioredoxin reductase 1 substrate activity | Potency, µM (highest dose often 114 µM), inactives show at the highest dose activity change, negative = substrate turnover | purified TrxR1 substrate turnover, NADPH consumption readout | O89049 | 390,000 tested, 0.01% active | AID 588456; further: potency means the concentration at half of the fitted maximal effect; on the % scale 0 is the no-effect control and ±100 the full control effect; nearly all actives have a fitted effect of over 50% in size
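Rat TrxR1, dispensed at 90 nM, was prereduced with 400 uM NADPH (final) for 5 min at ~22 deg C, then incubated with compound 15 min before 400 uM selenite. A first-read NADPH fluorescence drop versus no-compound background flagged substrates.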
PI4K2A block: blocks human PI4K2A kinase activity; Q9BTU6; purified PI4K2A, ADP-Glo luminescence, 1 h; stronger effect = lower value; activity change, negative = inhibition, % at 76.9 µM; 420,000 tested, 0.13% active; AID 1346378; in the data active means activity change below about -50%; inconclusive means mostly about -30% to -49%;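 further: -100% = wells without enzyme as full effect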
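In this quantitative HTS, ADP production by PI4K2A was quantified luminescently after 1 h at ambient temperature; 100 microM adenosine served as plate-quality control.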
TRHR agonist: activates the human TRH receptor | P34981 | TRHR cells, calcium flux fluo-8, FDSS agonist mode | activation, % at 2 µM | 360,000 tested, 0.18% active | AID 493084; in the data active means activation above about 30%; further: 0% is about no effect
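Steps: seed TRHR cells overnight; add fluo-8 no-wash Ca dye, RT 30 min–1.5 h; record 10 s baseline; pin-transfer compounds; monitor fluorescence 1 cycle/s for the agonist window. Calcium increases flag candidate agonists.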
TRHR enhancer: TRH receptor (human) allosteric enhancement; P34981; TRHR cells, fluo-8 calcium fluorescence, EC20 TRH enhancement; enhancement, % at 2 µM; 360,000 tested, 0.66% active; in the data active means enhancement above about 30%; further: 0% is about no effect
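Enhancer read-out: after compound pinning and an initial kinetic agonist-mode read, an EC20 of TRH (10 nM final) was injected and fluo-8 calcium signal (Ex 480/Em 530) followed at 1 s/cycle for 100 cycles in TRHR-expressing cells.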
IDH1 R132H inh: blocks human mutant IDH1 R132H enzyme; IDH1-R132H enzyme, NADPH consumption, diaphorase/resazurin fluorescence; 390,000 tested, 0.093% active; Potency, µM (series often up to 76.6 µM), for the others: top-dose activity change, negative = inhibition, hits mostly inhibitors; O75874; AID 602179; further: potency means the concentration at half of the fitted maximal effect; on the % scale 0 is the no-effect control and ±100 the full control effect; nearly all actives have a fitted effect of over 65% in size
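IDH1-R132H (0.5 ug/mL) preincubated 30 min with compound, then NADPH (0.016 mM) and alpha-KG (2 mM) added; 80 min at RT, pH 7.5. Remaining NADPH coupled via diaphorase/resazurin to fluorescence (540/590 nm); concentration-response curves normalized to no-enzyme control.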
* hit, by the source's call; ? = inconclusive; nt = no result given; [ ] = another dose, or the depositor's remark. Unless noted, the call rests on the fitted dose curve; in most records, active means well fitted inhibition curve with a large enough effect; inconclusive means small, poorly fitted or top-dose-only effect; inactive means no such curve, though single readings can be large or run the other way. Rows were taken by chance; 3.9% or so of the library scored in one or more.

Compound	D2 antagonist	D2 ag	USP1 inh	TrxR1 inh	TrxR1 substrate	PI4K2A block	TRHR agonist	TRHR enhancer	IDH1 R132H inh
CC1CN(C(=O)c2cc3ccccc3cc2O)CC(C)O1 (configuration not stated)	nt	nt	-26%	14%	0%	1	0.4	10	-2%
Cc1cc(OC(C)C(=O)Nc2c(C(=O)c3ccc(F)cc3)oc3ccccc23)ccc1Cl (configuration not stated)	nt	-0.5	-17%	35%	26%	1	-0.9	0	3%
COc1ccc(N2CCN(CCCNC(=O)C(=O)c3c[nH]c4ccccc34)CC2)cc1	-11	0.8	-8%	-19%	-23%	-1	0.2	1	3%
CC(=O)OCC1=C(C(=O)O)N2C(=O)C(NC(=O)CC(C)c3ccccc3)C2SC1 (configuration not stated)	13	0.3	-11%	-16%	7%	-6	0.0	-4	4%
Cc1ccccc1C(=O)Nc1sc2c(c1C(=O)N1CCCCC1)CCC(C)C2 (configuration not stated)	nt	-1.2	-20%	-3%	-9%	-2	-0.4	-6	-9%
c1cncc(Nc2nc(-c3ccncc3)cs2)c1	4	0.8	-12%	5%	-2%	3	-0.2	-2	6%
Cc1ccc(-c2csc(-c3c[nH]c4ccccc34)n2)cc1	-7	0.8	-4%	-8%	1%	-2	0.6	-3	6%
CC(=O)CC(=O)NC1CCc2ccccc21 (configuration not stated)	nt	nt	1%	?	-11%	2	nt	nt	2%
N#CC12CCCCC1CC1CCCCC1(C#N)N2Cc1ccccn1 (configuration not stated)	18	0.0	-24%	10%	7%[57.1 µM]	-1	-1.3	0	2%
CC(C)(C)C(=O)CNCC(=O)C(C)(C)C	16	2.5	-9%	10%[57.1 µM]	-7%[57.1 µM]	-6	0.4	-4	7%
CCOc1cc(C(=O)Nc2c(C)ccc3nsnc23)cc(OCC)c1OCC	-7	0.0	-20%	8%	14%	1	-0.5	1	0%
CCOC(=O)c1c(NC(=S)NC(C)=O)sc(C)c1C	11	0.6	-17%	6%	2%	-4	0.5	-6	4%
CC(C)(C)n1nc2c(c1NC(=O)COc1ccc3ccccc3c1)CS(=O)C2 (configuration not stated)	-18	0.5	-10%	?	0%	-6	0.1	-1	-1%
O=C(Nc1ccc(OC(F)(F)F)cc1)c1ccc(S(=O)(=O)N2CCOCC2)o1	3	-1.2	-16%	8%	-8%	4	-0.3	6	0%
CC(=O)CCc1oc2c([N+](=O)[O-])cccc2c1-c1ccc(C)o1	-15	-1.6	-12%	?	3%	0	-0.3	9	0%
Cc1oc(-c2ccccc2Cl)nc1CN1CCCN(C(=O)c2ccco2)CC1	29	-0.2	-24%	-24%	1%	-2	-0.4	-3	5%
COc1ccc(NC(=O)N(C)C[C@H]2Oc3ccc(NC(=O)CCN4CCOCC4)cc3C(=O)N([C@H](C)CO)C[C@@H]2C)cc1	nt	nt	-10%	-10%	5%	1	nt	nt	29%
CCCCNC(=O)c1nn(-c2ccccc2OC)c(=O)c2ccccc12	-9	-1.9	-4%	36%[57.1 µM]	13%[57.1 µM]	-5	-0.2	0	-2%
CCN1C(=O)C(C(=O)Nc2ccc(OC)cc2)C2CC1(C)Oc1ccccc12 (configuration not stated)	4	-1.2	-21%	1%[11.4 µM]	-13%[11.4 µM]	11	-0.7	-4	22%
CCCN(CCC)c1ccc(C(O)c2nnc(-c3ccccc3)o2)cc1 (configuration not stated)	12	-0.7	-21%	5%[11.4 µM]	0%[11.4 µM]	19	-0.3	7	-6%
CCOCCOC(=O)C1=C(C)N(C)C(=O)NC1c1cc(Cl)c(O)c(OC)c1 (configuration not stated)	-5	0.8	1%	-5%[57.1 µM]	-4%[57.1 µM]	-1	0.5	-9	-5%
Cc1ccc(NC2CCCCC2NS(=O)(=O)c2ccccc2)c(C)c1 (configuration not stated)	-9	0.0	-22%	-1%	-13%	4	-0.7	-2	0%
COc1ccc(OC)c(NS(=O)(=O)Cc2ccccc2)c1	-1	0.7	nt	nt	nt	nt	0.0	1	nt
Cc1ccnc(N2CCC(C(=O)Nc3cccc(C(F)(F)F)c3)CC2)n1	nt	nt	-25%	-5%	-5%	-1	-0.7	2	4%
C/C(=N\NC(=O)c1cc2c(s1)CCC(C)C2)c1ccncc1 (configuration not stated)	-12	-1.1	-13%	18%[57.1 µM]	-12%[57.1 µM]	13	-0.5	7	10%
COC(=O)c1ccccc1NC(=O)c1nc(S(=O)(=O)Cc2cccc(C)c2)ncc1Cl	nt	0.4	-8%	1.4µM*	8%	1	1.0	1	-20%
Cn1ccc2cc(-c3csc(N4CCC(C(N)=O)CC4)n3)ccc21	nt	nt	nt	-1%	2%	1	0.8	-7	nt
Oc1ccccc1C1=Nc2ccccc2N=C(c2cccs2)C1	8	-0.6	-26%	-15%	-10%	5	0.3	-9	0%
COc1ccc(-c2nc(-c3ccc4c(c3)OCO4)[nH]c2-c2ccc(OC)cc2)cc1	-1	-1.1	-11%	-14%	68%[activator]	2	-0.5	4	-4%
CCC1CN(S(=O)(=O)c2cc(-c3cc(C)no3)ccc2C)c2cc(Cl)ccc2O1 (configuration not stated)	nt	0.5	0%	7%[57.1 µM]	-5%[57.1 µM]	1	0.3	7	1%

Profiles, quoted from the list.
Listed for `Cc1ccc(-c2csc(-c3c[nH]c4ccccc34)n2)cc1` : D2 antagonist = -7; D2 ag = 0.8; USP1 inh = -4%; TrxR1 inh = -8%; TrxR1 substrate = 1%; PI4K2A block = -2; TRHR agonist = 0.6; TRHR enhancer = -3; IDH1 R132H inh = 6%
Listed for `C/C(=N\NC(=O)c1cc2c(s1)CCC(C)C2)c1ccncc1` (configuration not stated) : D2 antagonist = -12; D2 ag = -1.1; USP1 inh = -13%; TrxR1 inh = 18%[57.1 µM]; TrxR1 substrate = -12%[57.1 µM]; PI4K2A block = 13; TRHR agonist = -0.5; TRHR enhancer = 7; IDH1 R132H inh = 10%

More compounds
Compound	D2 antagonist	D2 ag	USP1 inh	TrxR1 inh	TrxR1 substrate	PI4K2A block	TRHR agonist	TRHR enhancer	IDH1 R132H inh
COc1ccc(NC(=O)c2cc(-c3ccccn3)nc3ccccc23)c(OC)c1	nt	nt	3%	-5%[2.29 µM]	5%[57.1 µM]	-1	nt	nt	3%
Cc1cccc(C(=O)NNC(=O)CCCCC(=O)NNC(=O)c2cccc(C)c2)c1	-4	0.7	-20%	29%[57.1 µM]	-1%[57.1 µM]	3	-0.5	4	5%
CC(C)C(=O)Nc1ccc(N2CCN(C(=O)c3cccs3)CC2)cc1	8	0.7	-18%	20%[57.1 µM]	4%[57.1 µM]	2	0.2	-7	8%
COc1ccc(OC)c(N(CC(=O)N2CCN(c3cc(Cl)ccc3C)CC2)S(C)(=O)=O)c1	-3	0.8	-17%	29%	6%	5	0.3	4	4%
OCc1nc(CO)n(Cc2ccccc2)n1	-10	-0.3	-3%	-6%	-8%	5	-1.2	5	1%
Cc1cccc(NC(=O)Cn2c(=O)oc3ccccc32)n1	16	0.2	-22%	8%	3%	4	1.2	-2	5%
Cc1cc(C)c(OCC(=O)NCCCn2nc(C)cc2C)c(C)c1	-11	-0.2	-4%	17%	-1%	1	-0.5	2	-6%
COC(=O)c1ccc(OC)c(CN2CCCN(Cc3ccc(C)cc3)S2(=O)=O)c1	nt	0.4	?	8%	-6%	0	0.6	3	0%
COc1cc(C(=O)Nc2nc(N)n(-c3ccccc3)n2)cc(OC)c1OC	-6	1.0	-8%	-10%	9%[57.1 µM]	-1	0.9	0	3%
COc1ccc(C(CNc2ccc(S(C)(=O)=O)cc2[N+](=O)[O-])N(C)C)cc1OC (configuration not stated)	-1	1.0	-13%	6%	-3%	-12	-0.2	-1	6%
Cc1nc2ccccc2n1Cc1n[nH]c(=S)n1-c1ccc(Cl)cc1	0	0.5	-7%	-13%	1%	0	0.0	-5	-1%
CC12CCC(=O)N1C(C(=O)Nc1nnc(SCc3ccccc3F)s1)CS2 (configuration not stated)	1	0.6	-2%	4%	1%	-2	0.7	4	-2%
CCc1ccc(NC(=O)COC(=O)CCC2CCCC2)cc1	13	0.8	-10%	3%	-3%	-3	0.1	1	2%
CC(C)C(=O)NC(=S)Nc1c(Cl)ccc2nsnc12	0	-1.9	-6%	-67%	-19%[57.1 µM]	0	-0.1	0	14%
COc1ccc(Nc2nc3c(S(=O)(=O)c4ccccc4)nnn3c3ccc(Cl)cc23)c(OC)c1	nt	0.0	15%	14%	0%	0	0.0	-3	-10%
Cn1c(NC(=O)c2cc(-c3ccc4c(c3)OCO4)nc3ccccc23)cc(=O)n(C)c1=O	0	-1.2	-21%	2%	-1%	4	-0.1	14	15%
O=C(c1ccc2[nH]c(=O)c(=O)[nH]c2c1)N1CCN(Cc2ccccc2)CC1	-9	0.8	-16%	5%[57.1 µM]	16%[57.1 µM]	-5	0.5	-2	-11%
O=C(NC1CCCC1)c1ccc(Cl)c(S(=O)(=O)N2CCCCC2)c1	nt	nt	-3%	16%	0%	2	0.0	-1	1%
Cc1ccc(S(=O)(=O)N2CCCC(C(=O)NCCc3ccc4c(c3)OCO4)C2)cc1 (configuration not stated)	-45	-0.3	3%	-5%	-8%	7	0.1	-10	-1%
Cc1ccc(C)n1-n1cnc2scc(-c3cccs3)c2c1=O	2	0.1	-25%	-11%	-3%	-9	-0.5	3	3%
COc1ccccc1C1(CC(=O)O)CCOC(C)(C)C1 (configuration not stated)	3	0.3	-10%	-1%	-2%	-4	1.0	-7	9%
CCOc1ccc(/C=C/C(=O)N(CC)CC(=O)Nc2ccc3c(c2)OCCO3)cc1OC	-1	-0.7	-16%	10%[57.1 µM]	6%	-1	-0.6	3	0%
Cc1ccc(-c2nnc(N3CCC(C)CC3)c3ccccc23)cc1	-2	-0.9	-14%	18%	1%	0	-0.2	-1	-7%
Cc1c(C(=O)N2CCCCC2)oc2ccc(Br)cc12	nt	nt	-16%	-24%	-7%	0	-0.1	7	0%
